# Screening results (PubChem)
# PPARg SRC1 recr: PPARgamma agonists recruiting SRC-1 coactivator, primary screen, biochemical; PPARgamma-SRC-1 coactivator recruitment biochemical assay; AID 631, 2007; activation, % at 8 µM; actives 0.41% (n = 200,000); in the data active means activation above about 19%;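 further: 0% = DMSO and 100% = reference agonist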
# Target sequence (P37231 whole entry, looked up): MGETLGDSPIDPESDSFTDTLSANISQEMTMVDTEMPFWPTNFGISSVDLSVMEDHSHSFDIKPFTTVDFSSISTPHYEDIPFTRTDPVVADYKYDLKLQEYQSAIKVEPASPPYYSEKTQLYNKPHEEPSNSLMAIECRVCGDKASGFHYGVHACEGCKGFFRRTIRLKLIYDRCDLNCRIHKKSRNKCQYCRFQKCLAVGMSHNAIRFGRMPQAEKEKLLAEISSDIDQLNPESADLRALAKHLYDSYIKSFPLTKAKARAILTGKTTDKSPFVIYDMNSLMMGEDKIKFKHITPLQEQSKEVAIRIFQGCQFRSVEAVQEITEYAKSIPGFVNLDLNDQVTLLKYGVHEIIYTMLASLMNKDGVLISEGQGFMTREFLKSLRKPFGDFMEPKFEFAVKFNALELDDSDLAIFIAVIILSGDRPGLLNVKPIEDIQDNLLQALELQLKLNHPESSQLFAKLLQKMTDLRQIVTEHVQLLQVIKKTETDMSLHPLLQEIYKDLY
# PPARg SRC2 recr: agonists of PPARg-SRC-2 recruitment, primary screen, biochemical, HTS. Peroxisome proliferator-activated receptor gamma (Homo sapiens), P37231. PPARgamma LBD-SRC-2 recruitment. activation, % at 8 µM. actives 0.34% (n = 200,000); in the data active means activation above about 22%;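 further: 0% = vehicle and 100% = reference agonist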
# Efa HMGR inh: inhibitors of E. faecalis class II HMGR, primary screen, biochemical, Enterococcus faecalis; HMG-CoA reductase (Enterococcus faecalis, mvaE); purified E. faecalis HMGR, NADPH absorbance 340 nm kinetic; inhibition, % at 10 µM; actives 0.41% (n = 190,000); AID 1066, 2008;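 active means inhibition above a set limit, the median over all tested compounds plus 3 SD, cut at about 9.5% in these data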;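 further: enzyme runs in reverse so mevalonate oxidation gives rising NADPH absorbance; 0% = complete reaction with DMSO and 100% = background rate lacking mevalonate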
# TR-FRET SRC-2 ct: TR-FRET signal artefacts, primary screen, artefact control for PPARgamma SRC-2 agonist project, biochemical; TR-FRET artefact counter-screen; active compounds read high; TR-FRET ratio at 8 µM; actives 0.4% (n = 200,000); AID 1049, 2008; in the data active means TR-FRET ratio above about 2000; further: inactives centre near 1500
# TNAP inh hiacc: human TNAP enzyme inhibitors, primary screen, biochemical, luminescent, high phosphate acceptor level, uHTS; actives 0.03% (n = 200,000); Alkaline phosphatase, tissue-nonspecific isozyme (Homo sapiens), P05186; inhibition, % at 20 µM; purified TNAP, CDP-star luminescence, 1 M DEA;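 active means over 50% inhibition of tissue-nonspecific alkaline phosphatase at 20 µM in the single-dose screen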;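 further: plate controls were DMSO wells for no effect and EDTA-quenched wells as full inhibition for full effect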
# Target sequence (P05186 whole entry, looked up): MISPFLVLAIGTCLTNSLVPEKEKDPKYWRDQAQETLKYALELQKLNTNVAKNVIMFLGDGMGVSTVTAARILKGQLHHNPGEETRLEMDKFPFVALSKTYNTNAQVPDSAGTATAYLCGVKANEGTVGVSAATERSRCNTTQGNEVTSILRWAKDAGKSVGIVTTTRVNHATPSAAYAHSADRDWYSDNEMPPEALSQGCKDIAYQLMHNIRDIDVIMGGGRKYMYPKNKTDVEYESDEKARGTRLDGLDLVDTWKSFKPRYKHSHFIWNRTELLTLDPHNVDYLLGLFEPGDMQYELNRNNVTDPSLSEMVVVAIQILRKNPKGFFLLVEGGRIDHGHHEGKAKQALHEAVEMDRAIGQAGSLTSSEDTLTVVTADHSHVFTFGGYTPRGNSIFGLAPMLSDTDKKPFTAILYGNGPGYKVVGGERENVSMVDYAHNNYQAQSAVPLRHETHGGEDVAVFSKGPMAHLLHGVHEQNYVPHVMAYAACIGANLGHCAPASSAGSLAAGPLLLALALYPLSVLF
# bIAP inhibitor: bovine intestinal alkaline phosphatase inhibitors, primary screen, selectivity assay for TNAP inhibitor project, biochemical, bovine IAP, CDP-star luminescence; alkaline phosphatase, intestinal [Bos taurus]; purified bovine IAP, 30 min; inhibition, % at 20 µM; 190,000 tested, under 10 active;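 active means over 50% inhibition of intestinal alkaline phosphatase at 20 µM in the single-dose screen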
#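 Assay system – bovine IAP enzyme · Quantity – bovine IAP at 1/65,000,000 final dilution · Detection – CDP-star luminescence signal · Times – 30 min reaction at room temperature · Also added – CDP-star substrate at 30 µM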
# PPARg SRC-3 ag: PPARgamma agonists recruiting SRC-3 coactivator, primary screen, biochemical; biochemical PPARgamma/SRC-3 coactivator recruitment assay; Peroxisome proliferator-activated receptor gamma (Homo sapiens), P37231; AID 731, 2007; activation, % at 8 µM; actives 0.26% (n = 200,000); in the data active means activation above about 23%;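 further: 0% = DMSO and 100% = reference agonist; some compounds past the cut are filed as inactive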
# TNAP act hi DEA: TNAP activators at high phosphate acceptor level, primary screen, biochemical, luminescence, uHTS; purified TNAP, CDP-star luminescence, 1 M DEA, 30 min; active compounds read high; 0 = EDTA background, 1 = DMSO-only activity; activation factor at 20 µM; 200,000 tested, under 10 active; AID 1136, 2008;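 active means activation factor at least 2 at 20 µM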
#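 Control set: EDTA negative control, DMSO positive control / Assay system: human TNAP / Quantity: TNAP 1/800 final / Evaluation: TNAP activation factor scaled between EDTA and DMSO control wells / Measured by: luminescent substrate turnover signal / Compound dosing: one dose, 20 µM / Times: 30 min enzyme reaction at room temperature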
# bIAP act: bovine intestinal alkaline phosphatase activators, primary screen, biochemical, bovine IAP, CDP-star luminescence; alkaline phosphatase, intestinal [Bos taurus]; purified bovine IAP, 30 min; active compounds read high; fold of DMSO-control signal, blank-subtracted; activation factor at 20 µM; actives 0.17% (n = 200,000);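 active means activation factor of 2 or more at 20 µM, a signal rise over negative controls twice the positive control's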
# TNAP inh noacc: human TNAP enzyme inhibitors, primary screen, biochemical, luminescent, no phosphate acceptor, uHTS; actives 0.26% (n = 200,000); purified TNAP, CDP-star luminescence, 30 min; inhibition, % at 20 µM; Alkaline phosphatase, tissue-nonspecific isozyme (Homo sapiens), P05186;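 active means tissue-nonspecific alkaline phosphatase inhibition above about 50% at 20 µM in the single-dose screen, limit read from the data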;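 further: 0% = DMSO negative control and 100% = EDTA positive control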
# Active calls of the source: *.
SMILES,PPARg SRC1 recr,PPARg SRC2 recr,Efa HMGR inh,TR-FRET SRC-2 ct,TNAP inh hiacc,bIAP inhibitor,PPARg SRC-3 ag,TNAP act hi DEA,bIAP act,TNAP inh noacc
CCOC(=O)Cc1cc(=O)[nH]c(=O)[nH]1,1.2,6.8,-5.6,1616,-3.5,2.2,3.1,1,1,-17.1
Cc1[nH]n(-c2ccc([N+](=O)[O-])cc2)c(=O)c1C=NCCc1c[nH]c2ccccc12,5.4,3.5,-4.8,1412,1.6,10.0,1.0,1,0.9,4.4
COc1ccc(CCNC(=O)CN(c2cccc([N+](=O)[O-])c2)S(C)(=O)=O)cc1OC,-3.5,-6.4,-4.4,1309,1.5,-6.6,0.4,1,1.1,-0.7
CCOC(=O)N1CCN(C(=O)CCSc2ccc(C)cc2)CC1,-0.5,0.5,-0.2,1356,2.9,17.3,-16.7,1,0.8,2.2
Cc1ccc(Nc2nc3c(c(=O)[nH]c(=O)n3C)n2Cc2ccc(F)cc2)cc1,-0.1,7.4,-9.7,1692,3.3,23.4,-1.2,1,0.8,-0.7
O=C(CNc1ccccc1)NNC1=NCCC1,5.9,3.4,-6.3,1662,3.1,-20.6,5.9,1,1.2,-0.7
CC(C)CC(=O)c1c[nH]c(C(=O)NCCc2ccccn2)c1,2.1,5.6,-8.4,1715,-2.0,20.5,-2.1,1,0.8,-12.7
CN1CCN(C(=O)C2=C[C@@H](c3coc4ccccc4c3=O)C[C@@H](OCCCCO)O2)CC1,4.9,-7.4,3.0,1561,-6.0,-19.3,-2.0,1.1,1.2,-10.5
O=C(NCc1ccco1)c1sc2cc(Cl)ccc2c1Cl,-3.7,1.4,2.7,1462,2.7,-20.5,-0.1,1,1.2,-4.9
C1CCCC(N2CCNCC2)CC1,0.9,-1.8,-4.9,1536,-4.3,6.4,3.6,1,0.9,-12.9
CCCCP(=O)(CCCC)c1ccccc1C(=O)O,0.6,7.0,-1.1,1618,-2.7,3.6,1.9,1,1,-11.4
COc1cccc(-c2c(NC(=O)c3ccco3)n(-c3ccc(C)cc3)nc(C)c2=O)c1,8.8,4.0,-0.2,1611,-6.3,6.6,9.3,1.1,0.9,-12.0
CCOc1ccccc1NC(=O)NC1CC2CCCC(C1)N2Cc1nnnn1CCc1ccccc1 (stereo not given),-0.6,0.8,-6.7,1568,-15.8,-47.6,0.0,1.2,1.5,-43.7
CC1CC(CN)CC(CO)C1 (stereo not given),-10.6,-7.6,0.3,1499,-7.0,1.1,2.2,1.1,1,-10.3
O=C(CCNc1cccc(Cl)c1)c1cccs1,6.3,11.3,-1.8,1721,-2.0,13.9,-2.9,1,0.9,-8.3
Cc1ccccc1NC(=O)N1CCC(C(=O)c2ccc(F)cc2)CC1,-3.7,0.9,-4.3,1399,5.4,9.2,-3.5,0.9,0.9,-7.9
COc1ccc(CC(=O)OCC(=O)Nc2cccnc2Cl)cc1OC,-0.5,5.7,0.1,1742,1.1,1.9,5.2,1,1,-8.4
COc1ccccc1-c1coc2c(CN3CCN(C)CC3)c(O)ccc2c1=O,4.0,3.0,3.0,1382,0.6,8.6,-0.5,1,0.9,-8.1
COCCNC(=O)C(c1ccco1)N(C(=O)Cn1nnc2ccccc21)c1cc(C)ccc1C (stereo not given),8.6,9.4,-5.4,1584,-4.2,3.7,8.5,1,1,-9.4
COC(=O)c1ccccc1S(=O)(=O)NC(=O)c1ccccc1,6.3,-0.5,-0.2,1695,-0.6,15.7,-13.5,1,0.8,-7.9
Cc1ccc(S(=O)(=O)N(C)CCCC(=O)n2nc(C)cc2C)cc1,4.2,5.9,-0.4,1602,-3.0,4.9,-4.5,1,1,-10.5
COc1ccc(NC(=O)CN(C)C(=O)c2ccc(C)s2)cc1,1.9,8.5,4.8,1575,-4.2,3.0,0.2,1,1,-7.7
COCCNC(=O)C(c1ccc(Cl)cc1)N(C(=O)CCC(=O)Nc1ccccn1)C1CCCC1 (stereo not given),-2.6,5.5,-3.4,1591,-8.9,-1.8,-8.2,1.1,1,-5.1
O=C(CSc1nnnn1-c1ccccc1)Nc1nc(-c2ccccc2)ns1,-1.3,1.4,-8.9,1489,-3.5,15.5,6.4,1,0.8,-9.4
O=C1C(Cl)=C(N2CCN(Cc3ccccc3)CC2)C(=O)N1c1ccccc1,9.8,2.5,-1.6,1650,-0.9,6.1,8.4,1,0.9,-9.4

# Other entries.
SMILES,PPARg SRC1 recr,PPARg SRC2 recr,Efa HMGR inh,TR-FRET SRC-2 ct,TNAP inh hiacc,bIAP inhibitor,PPARg SRC-3 ag,TNAP act hi DEA,bIAP act,TNAP inh noacc
Cc1nn(C(C)C(=O)N2CCc3ccccc3C2)c(=O)c2cc3occc3n12 (stereo not given),0.3,10.3,-6.4,1575,-8.5,-6.9,-1.9,1.1,1.1,-5.0
CCOc1ccc(/C=N/NC(=O)CSc2n[nH]c(=O)[nH]c2=O)cc1OC,6.7,12.5,-2.2,1503,-7.6,4.8,6.7,1.1,1,-18.1
Nc1nnc(SCCN2C(=O)c3ccccc3C2=O)s1,2.8,-1.5,-0.6,1432,-3.0,-1.8,-6.3,1,1,-9.2
CCCOc1cccc(C2/C(=C(/O)c3ccccc3)C(=O)C(=O)N2CCN(C)C)c1 (stereo not given),-2.4,-9.2,1.5,1297,-5.9,-1.1,5.2,1.1,1,-10.3
CN1CCN(Cc2nc(N)nc(Nc3ccc4c(c3)OCCO4)n2)CC1,-0.4,-7.4,-5.1,1563,0.9,-5.6,-6.1,1,1.1,15.5
CCc1cc(Br)ccc1N1C(=O)C2CC=CCC2C1=O (stereo not given),2.8,6.2,-3.1,1473,-3.4,4.2,0.5,1,1,-2.4
COc1ccc(-c2n[nH]c(C(F)(F)F)c2-c2cc3ccccc3o2)c(O)c1,-3.2,-6.7,-3.1,1517,-2.7,-55.7,-8.0,1,1.6,-6.7
O=C(c1nc2ccccn2c1CN1CCC(Cc2ccccc2)CC1)N1CCCC1,-7.6,-8.2,-5.8,1380,-11.1,-46.8,-1.9,1.1,1.5,-7.2
COc1ccc(S(=O)(=O)NCC2CCC(C(=O)N3CCC4(CC3)OCCO4)CC2)cc1 (stereo not given),-5.2,-1.9,6.7,1362,-3.3,-12.5,-7.4,1,1.1,-5.3
COc1ccc(N(C(=O)Cc2cccs2)C(C(=O)NC2CCCCC2)c2cccn2C)cc1OC (stereo not given),-5.8,-14.2,-0.5,1417,3.2,-4.4,-2.6,1,1,-3.7
COc1ccc(/C=C(/C#N)C(=O)NC2CCCCC2)cc1Br,-6.2,-5.3,2.7,1564,-1.4,7.2,-10.1,1,0.9,-9.0
O=S(=O)(Cc1ccccc1)/C1=C(\N2CCOCC2)CCCCCC1,3.8,5.0,1.7,1563,-2.8,0.1,6.3,1,1,-10.1
CCOc1ccccc1N=CC1=C(O)CC(c2ccccc2)CC1=O (stereo not given),7.9,-3.3,0.6,1489,-6.2,6.8,0.2,1.1,0.9,-12.3
S=C(Nc1ccc(Cl)c(Cl)c1)N1CCOCC1,3.3,4.0,-4.1,1741,3.9,0.4,4.7,1,1,-6.7
O=C(NCc1ccccn1)c1ccc(N2CCCC2=O)cc1,-3.4,-1.7,-0.9,1434,-1.5,-4.5,1.9,1,1,-13.6
COC(=O)c1ccc(C(=O)OC)c(NC(=O)COC(=O)C23CC4CC(CC(O)(C4)C2)C3)c1,3.7,2.1,1.7,1597,-0.1,-0.7,-4.5,1,1,3.7
Cc1ccc2c(c1)NC(=O)C(CC(=O)NCCCN1CCCCC1C)O2 (stereo not given),0.5,-10.8,1.7,1490,-4.8,-10.4,0.6,1,1.1,7.8
CCOc1ccccc1Nc1nc(N)nc(CSc2nccc(C)n2)n1,-2.2,8.6,-3.3,1591,-3.5,8.5,4.5,1,0.9,-10.6
O=C(NC(=S)Nc1ccc(S(=O)(=O)Nc2ccccc2)cc1)C1CC1,3.6,12.5,-4.6,1677,-0.7,-0.5,7.3,1,1,-20.6
Cc1ccc(N=C2SC(C(=O)NCCc3ccccc3)CC(=O)N2C)cc1C (stereo not given),0.6,-1.9,-1.2,1510,-5.6,-10.4,4.1,1.1,1.1,-14.1
Cc1ccccc1NC(=O)Cn1c(C)nc2ccc(N)cc2c1=O,4.8,3.9,-2.9,1761,-3.2,4.4,9.7,1,1,-3.1
Cc1ccc(N/C(=N/S(=O)(=O)c2cccs2)c2ccccc2)c(C)c1,6.7,3.7,-0.2,1657,-5.8,17.9,-0.9,1.1,0.8,-11.5
O=C(COC(=O)c1ccccc1)NCC1CCCO1 (stereo not given),3.8,2.4,2.6,1439,-6.5,-5.1,-13.6,1.1,1.1,-3.7
COc1ccc(-n2nc([N+](=O)[O-])c(=NC3CCN(Cc4ccccc4)CC3)n2O)cc1,-1.1,7.3,-2.2,1545,2.3,-2.4,0.2,1,1,-2.1
Cc1ccc2c(c1)N=C(c1ccc(Cl)cc1)CO2,5.4,9.5,-10.1,1618,0.3,12.0,20.4,1,0.9,-6.0
O=C1C2C3C=CC(C3)C2C(=O)N1c1nccs1 (stereo not given),8.5,2.2,0.1,1566,2.1,6.1,-0.7,1,0.9,-7.5
Cc1cc(C)nc(Nc2n[nH]c(-c3ccccc3Br)n2)n1,-1.6,7.4,-2.0,1700,-6.6,-18.1,-11.8,1.1,1.2,-139.3
O=C(CCCSc1nc2ccccc2[nH]1)N1CCN(c2ccccc2)CC1,4.7,3.3,-4.6,1488,-3.5,-17.5,0.3,1,1.2,-2.8
COc1ccc(S(=O)(=O)NC2CC3CCC2C3)cc1Cl (stereo not given),-3.3,4.3,-1.8,1368,-2.4,32.7,1.8,1,0.7,-9.5
